High-throughput results (PubChem)
M4 PAM: CHRM4 positive allosteric modulation; activation, % at 3 µM; CHO-K1 hM4/Gqi5, Fluo-8 calcium fluorescence, ACh EC20; 0% = ACh EC20, 100% = maximal ACh; P08173; 0.4% of 360,000 active;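 active = activation above its plate's cutoff, the mean activation of sample wells plus 3 SD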; note: some results filed as inactive read as strong as hits
Target sequence (P08173 whole entry, looked up): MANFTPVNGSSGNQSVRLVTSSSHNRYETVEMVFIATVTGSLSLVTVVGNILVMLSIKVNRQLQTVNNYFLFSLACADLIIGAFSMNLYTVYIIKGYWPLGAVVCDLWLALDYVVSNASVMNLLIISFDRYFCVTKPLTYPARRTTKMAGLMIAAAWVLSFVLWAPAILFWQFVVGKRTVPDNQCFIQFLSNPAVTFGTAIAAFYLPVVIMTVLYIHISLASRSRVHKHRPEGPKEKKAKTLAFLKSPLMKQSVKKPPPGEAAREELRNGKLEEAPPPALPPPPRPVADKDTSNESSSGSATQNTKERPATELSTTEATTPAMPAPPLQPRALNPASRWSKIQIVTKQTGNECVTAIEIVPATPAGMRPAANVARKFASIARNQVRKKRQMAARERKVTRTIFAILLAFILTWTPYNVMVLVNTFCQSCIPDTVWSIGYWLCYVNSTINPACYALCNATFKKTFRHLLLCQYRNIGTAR
CHRM5 antagonist: CHRM5 antagonism in calcium assay; CHO-hM5 cells, Fluo-8 calcium fluorescence, ACh EC80; inhibition, % at 3 µM; 0.59% of 360,000 active;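 active = inhibition above a per-plate cutoff, the mean of that plate's test compounds plus 3 SD, cut at about 27% in these data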;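 note: 0% = acetylcholine EC80 with DMSO and 100% = DMSO without agonist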
Target sequence (P08912 whole entry, looked up): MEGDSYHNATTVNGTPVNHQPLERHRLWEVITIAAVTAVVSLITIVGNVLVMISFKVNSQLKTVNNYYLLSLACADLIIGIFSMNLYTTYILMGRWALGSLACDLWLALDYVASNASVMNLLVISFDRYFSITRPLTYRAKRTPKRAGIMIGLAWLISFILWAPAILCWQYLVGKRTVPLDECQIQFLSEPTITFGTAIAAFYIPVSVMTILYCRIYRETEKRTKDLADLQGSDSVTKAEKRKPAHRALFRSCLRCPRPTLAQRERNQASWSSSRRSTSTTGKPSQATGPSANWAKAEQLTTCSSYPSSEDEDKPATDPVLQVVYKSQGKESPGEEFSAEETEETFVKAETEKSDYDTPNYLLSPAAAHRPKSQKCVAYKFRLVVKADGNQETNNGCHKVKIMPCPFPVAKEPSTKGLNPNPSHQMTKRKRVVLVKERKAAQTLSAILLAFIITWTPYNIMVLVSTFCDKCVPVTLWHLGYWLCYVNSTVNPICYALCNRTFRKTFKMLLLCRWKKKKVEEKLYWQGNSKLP
CRFBP-R2 agonist: agonists of human CRF-binding protein/CRF-R2 receptor complex; HEK293 CRF-R2/CRF-BP, calcium dye fluorescence (FLIPR); percent of saturating CRF peptide response; activation, % at 13.2 µM; 0.46% of 350,000 active;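 active = activation of at least 50%, plus an integration ratio under a set limit after plate pattern correction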;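 note: plate controls were neutral control wells without compound for no effect and CRF at EC100 for full effect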
M4 ag: CHRM4 agonism in calcium assay. AID 624127. 0.14% of 360,000 active. P08173. activation, % at 3 µM. CHO-K1 hM4/Gqi5, Fluo-8 calcium fluorescence; vehicle 0%, full acetylcholine response 100%;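 active = activation above the run mean over all test wells plus 3 SD, cut at about 32% in these data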;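 note: peak over basal fluorescence ratio per well then scaled between controls; 0% = DMSO wells and 100% = acetylcholine at EC100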
CHRM4 antagonist: CHRM4 antagonism in calcium assay. 0.73% of 360,000 active. P08173. CHO-hM4 cells, ACh EC80, Fluo-8 calcium fluorescence. inhibition, % at 3 µM;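 active = inhibition above its plate's cutoff, the mean inhibition of sample wells plus 3 SD, cut at about 27% in these data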;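 note: 0% = acetylcholine EC80 with DMSO and 100% = DMSO without agonist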
M5 PAM: CHRM5 positive allosteric modulation | P08912 | CHO-K1 hM5, Fluo-8 calcium, ACh EC20 PAM; 0% = ACh EC20, 100% = ACh EC100 | activation, % at 3 µM | 0.3% of 360,000 active | AID 624038;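 active = activation above the run cutoff, the mean activation of all test compounds plus 3 SD, cut at about 18% in these data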
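Measured by: Fluo-8 calcium fluorescence; material: human M5 receptor in CHO-K1 cells; schedule: Post-acetylcholine fluorescence recording 140 s; benchmarks: low control EC20 acetylcholine (0%), high control EC100 acetylcholine (100%); read-out: Max/basal fluorescence ratio as % of EC20–EC100 ACh window; compound: single dose, 3 µM nominal final test concentration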
M5 ag: CHRM5 agonism in calcium assay; 0.19% of 360,000 active; CHO-K1 hM5 cells, Fluo-8 calcium fluorescence; 0% DMSO wells, 100% maximal acetylcholine response; activation, % at 3 µM;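 active = activation above the run's mean over test compounds plus 3 SD, cut at about 23% in these data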;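 note: signal is peak over basal fluorescence ratio across the kinetic read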
CRFR2-BP antag: CRF-BP/CRF-R2 complex antagonism | HEK293 CRF-R2/CRF-BP, CRF-induced calcium fluorescence | inhibition, % at 11.8 µM | 0.59% of 350,000 active | AID 588475;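 active = inhibition of the ligand-induced calcium signal above about 50% at the single tested concentration, limit read from the data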
M1 PAM: potentiates human M1 receptor response to acetylcholine; P11229; CHO-K1 hM1, Fluo-8 calcium fluorescence, ACh EC20; 0% = ACh EC20, 100% = maximal ACh; activation, % at 3 µM; 0.088% of 360,000 active; AID 588819; in the data active = activation above about 19%, passing the limit was not always enough
Numbers without * were called inactive; · = not tested or not shown; & = joins results of further samples.

SMILES	M4 PAM	CHRM5 antagonist	CRFBP-R2 agonist	M4 ag	CHRM4 antagonist	M5 PAM	M5 ag	CRFR2-BP antag	M1 PAM
CCCCNC(=O)C(NC(=O)c1cccnc1)C(=O)c1ccccc1 (configuration not stated)	6	7	·	2	4	1	3	·	5
COc1ccccc1CNC(=O)COC(=O)c1cnc(C)cn1	6	-4	-0.6	0	-8	-2	1	3	10
Cc1ccc(C(=O)C(SC(C)(C)C)n2cncn2)cc1 (configuration not stated)	-6	9	0.8	2	0	2	-3	-2	-6
CN(Cc1ccccc1)C(=O)c1cccc(NC(=O)Cc2ccc(NC(=O)C3CCCN(C(=O)C4CCCCC4)C3)cc2)c1 (configuration not stated)	-10	15	1.0	7	15	-8	-3	12	-4
COc1ccc(OCC(=O)N(Cc2ccco2)C2CCS(=O)(=O)C2)cc1 (configuration not stated)	1	1	5.1	1	2	7	3	4	7
COc1ccc(NC(=O)C[C@H]2C(=O)N(c3ccc(OC)cc3)C[C@@H]2c2ccc(Br)cc2)cc1	-1	2	-0.6	0	-9	6	-3	16	-4
CSCC(=O)NC1CCCN(C2Cc3ccccc3C2)C1 (configuration not stated)	-4	5	0.4	1	6	-1	-1	8	5
COc1cc(NC(=O)C2CCCN(c3ncccn3)C2)cc(OC)c1 (configuration not stated)	1	1	-0.6	0	4	-1	3	-6	2
O=C1CN(C(=O)COC(=O)c2ccc[n+]([O-])c2)c2ccccc2N1	13	17	2.3	1	-7	15	8	-1	6
CSc1nnc(NC(=O)c2ccc(S(=O)(=O)N3CCOCC3)cc2)s1	1	11	-2.1	4	0	0	1	3	13
O=C(NCc1ccccc1CN1CCCC1)c1cccc(S(=O)(=O)Nc2ccc(F)cc2)c1	-7	17	4.9	1	9	-5	-7	-14	-5
C[N+](C)(C)CCN1C(=O)c2ccccc2C1=O	18	-5	·	1	-5	8	-3	·	·
N/C(=N\NC(=O)c1cccs1)c1cc2cc(Cl)ccc2oc1=O	8	-2	-1.3	0	7	7	2	3	14
CCOc1ccc(CN2CCN(CC(O)Cn3c4ccccc4c4ccccc43)CC2)cc1 (configuration not stated)	-5	3	0.8	1	5	-9	1	14	0
O=Cc1ccc(-c2ccc(C(=O)O)cc2)o1	6	-4	1.6	0	17	2	5	3	-5
COc1ccccc1N1CCN(C/C(O)=C(\C#N)c2nc(-c3ccccc3)cs2)CC1	6	13	-2.0	2	1	-4	0	23	0
Cc1cn(CC(=O)NCCCN2CCCC2=O)c(=O)[nH]c1=O	2	-4	0.5	1	-1	-2	1	-4	16
COc1cc(/C=C(\C#N)C(=O)NCc2ccccc2)ccc1OCc1ccc(C(=O)O)cc1	3	8	1.5	0	11	-4	5	1	6
Cc1nc2ccccc2cc1C(=O)Nc1ccccc1Cl	-10	1	-1.4	1	3	-1	1	-5	-2
OC12CCCCC1C(c1ccc3c(c1)OCO3)N(Cc1cccc(F)c1)CC2 (configuration not stated)	-1	-6	-1.2	-2	-4	-1	1	-9	8
O=C(/C=C/c1ccco1)NC(=S)Nc1ccccc1N1CCOCC1	-4	4	-1.6	0	0	-6	-3	0	5
COc1ccc(/C=C/C(=O)Nc2cccnc2)cc1OC	9	13	-2.1	2	-9	4	-1	-1	6
CC(NC(=O)C1CCCN1S(=O)(=O)c1ccc2c(c1)n(C)c(=O)c(=O)n2C)c1ccccc1 (configuration not stated)	5	4	-1.6	0	-13	3	-4	10	7
COc1cc(/C=c2/sc3nc(-c4ccccc4)c(-c4ccccc4)n3c2=O)cc(OC)c1OC	6	0	12	1	-11	0	-3	17	-1
C=CCn1c(SCC(=O)NCC2CCCO2)nnc1C1CCCCC1 (configuration not stated)	-2	-1	-0.4	1	0	1	0	-4	10
COc1ccc(O)c(C(=O)c2coc(=N)c(C(=O)Nc3ccc(SC(F)F)cc3)c2)c1	-21	28*	11	28	23	-33	8	7	-13
COc1ccc(-c2nc(CS(=O)CC(=O)NC3CCCC3)c(C)o2)cc1 (configuration not stated)	3	-3	0.2	1	-2	0	-6	3	5
COc1ccc(CC2(CO)CCN(Cc3c(C)nn(C(C)C)c3C)CC2)cc1	-14	23	4.3	2	6	-13	-4	0	-26
C=CCn1c(SCc2nc3ccccc3[nH]2)nnc1-c1ccccn1	4	8	-0.4	1	9	0	0	13	6
CN(CC(=O)Nc1ccc(F)cc1)C(=O)CSc1nnc(Cc2ccccc2)o1	-3	13	0.5	2	0	5	1	-3	4
COc1ccccc1NC(=O)c1cccc(N2C(=O)C3C4C=CC(C4)C3C2=O)c1 (configuration not stated)	-4	21	-2.2	3	7	-5	-3	2	0
CCOc1cccc(NC(=O)/C(C#N)=C/c2cccnc2)c1	-8	5	-2.0	1	10	3	1	-22	0
O=C(O)c1ccc2c(c1)S(=O)(=O)c1cc(Cl)ccc1C2=O	13	7	-3.2	0	-10	7	0	14	13
CC(C)C(=O)OC1CCS(=O)(=O)c2sccc21 (configuration not stated)	4	6	-0.4	0	0	8	1	-3	9
COc1cc(C2N(c3ccc(F)cc3)C(=O)C3CCCN32)cc(OC)c1OC (configuration not stated)	6	1	0.8	1	1	-8	0	-45	-9
O=C(CCc1nnc(Cc2c[nH]c3ccccc23)o1)NC1CCCC1	8	-6	0.4	1	-13	-2	-1	-12	5
CCOC(=O)/C(C#N)=C/c1cccc(F)c1	2	6	-0.2	1	-2	5	1	7	6
CCCCCCCCCCCCN1[C@@H](CC(=O)OC)c2cc(F)ccc2S1(=O)=O	30*	7	2.5	2	-5	-4	-1	1	32*
COC(=O)c1[nH]c2ccc(F)cc2c1NS(=O)(=O)c1ccc(OC)cc1OC	-4	3	-3.5	4	3	-2	1	2	11
O=C(O)CSc1nc2c(c(C(F)(F)F)n1)CCCC2	-1&4	-2&1	-0.3&-0.6	0&1	-6&8	6&4	1&0	1&8	-1&7
COc1ccc(C(=S)N2CCOCC2)cc1OC(=O)c1cc(OC)c(OC)c(OC)c1	-7	11	-0.1	3	-6	2	-1	3	9
O=C(Nc1ccc(Cl)cc1)c1ccco1	-2	5	-0.1	0	0	2	4	6	4
CC(c1ccon1)N(C)C(=O)CCc1nnc(Cc2ccc(-c3ccccc3)cc2)o1 (configuration not stated)	-20	12	-1.1	7	11	-11	2	1	-6
Cc1ccc(C(=O)NC2CC(C)(C)NC(C)(C)C2)cc1Cl	3	4	0.0	0	6	0	-1	-1	15
COc1cc(NC(=O)COC(=O)c2cc(S(=O)(=O)N3CCCCC3)ccc2Cl)c(C)cc1[N+](=O)[O-]	-3	3	2.8	3	0	-10	-2	-2	1
O=C1CCc2cc(NS(=O)(=O)c3ccc([N+](=O)[O-])cc3)cc3c2N1CCC3	-5	2	0.8	4	-1	-2	3	-7	4
CC(=O)Nc1c(Cl)cc([N+](=O)[O-])c2ccccc12	2	0	0.0	1	6	4	-1	-41	0
Cc1ccc(N/C=C2\C(=O)N(c3ccc(F)cc3F)C(c3cccnc3)S2(=O)=O)cc1 (configuration not stated)	14	12	-0.8	0	-7	-6	-3	-3	11
COc1ccc(NC(=O)C2(C)CCN2Cc2ccc(OC(C)C)cc2)cc1OC (configuration not stated)	2	1	·	2	4	-5	-1	·	8
CN(C)CCSc1nnc2sc3ccccc3n12	-2	-3	0.2	0	-3	2	-7	7	4
CCN(C(=O)C(C)OC(=O)c1nn(-c2ccccc2C(F)(F)F)cc1O)c1ccccc1 (configuration not stated)	5	11	7.5	4	-6	-3	5	-11	4
CC(C)(C)NS(=O)(=O)c1ccc(NC(=O)C(Sc2ccccc2)c2ccccc2)cc1 (configuration not stated)	-8	0	2.7	1	4	-3	2	-17	7
S=C1SCN(CCc2ccccc2)CN1CCc1ccccc1	1	10	5.8	0	-4	-6	0	-2	14
COc1cc(CC(=O)Nc2ccccc2N2CCCCC2)cc(OC)c1OC	6	16	-0.5	0	-8	-9	-4	-1	5
Cc1ccc(S(=O)(=O)N2CCN=C2c2ccccc2)cc1C	2	-4	12	0	9	5	0	-23	6
Cc1cccc(C(=O)NC(NCc2ccco2)C(Cl)(Cl)Cl)c1 (configuration not stated)	12	-4	-2.7	3	-15	-1	0	13	-3
O=C(Nc1ccc(CN2CCOCC2)cc1)c1ccc2ccccc2c1	-3	8	5.9	7	-2	-8	-1	-11	5
O=C(O)c1ccc(COCC(F)(F)C(F)F)o1	1	3	-0.1	0	-4	1	0	4	3
C[n+]1c(-c2ccccc2)cc2c(=Cc3ccc([N+](=O)[O-])cc3)c3ccccc3n21	-8	11	3.2	0	19	-6	-12	-20	-27
O=C(CCCCC(=O)NCCc1ccccc1)NCCc1ccccc1	-3	12	-3.6	0	-8	-2	0	2	3

3 compounds from above, arranged by the number in CRFBP-R2 agonist, high to low:
SMILES	M4 PAM	CHRM5 antagonist	CRFBP-R2 agonist	M4 ag	CHRM4 antagonist	M5 PAM	M5 ag	CRFR2-BP antag	M1 PAM
CC(C)(C)NS(=O)(=O)c1ccc(NC(=O)C(Sc2ccccc2)c2ccccc2)cc1 (configuration not stated)	-8	0	2.7	1	4	-3	2	-17	7
COc1cc(CC(=O)Nc2ccccc2N2CCCCC2)cc(OC)c1OC	6	16	-0.5	0	-8	-9	-4	-1	5
Cc1ccc(N/C=C2\C(=O)N(c3ccc(F)cc3F)C(c3cccnc3)S2(=O)=O)cc1 (configuration not stated)	14	12	-0.8	0	-7	-6	-3	-3	11

Record cards (already shown):
`COc1cc(CC(=O)Nc2ccccc2N2CCCCC2)cc(OC)c1OC` is listed as M4 PAM = 6; CHRM5 antagonist = 16; CRFBP-R2 agonist = -0.5; M4 ag = 0; CHRM4 antagonist = -8; M5 PAM = -9; M5 ag = -4; CRFR2-BP antag = -1; M1 PAM = 5
`C[n+]1c(-c2ccccc2)cc2c(=Cc3ccc([N+](=O)[O-])cc3)c3ccccc3n21` is listed as M4 PAM = -8; CHRM5 antagonist = 11; CRFBP-R2 agonist = 3.2; M4 ag = 0; CHRM4 antagonist = 19; M5 PAM = -6; M5 ag = -12; CRFR2-BP antag = -20; M1 PAM = -27

Going on with the list.
SMILES	M4 PAM	CHRM5 antagonist	CRFBP-R2 agonist	M4 ag	CHRM4 antagonist	M5 PAM	M5 ag	CRFR2-BP antag	M1 PAM
CCOC(=O)c1ccccc1NC(=O)CSc1ccc(-c2cccnc2)nn1	4	6	-1.0	1	-7	10	-1	7	-1
NS(=O)(=O)c1ccc(CNC(=S)Nc2ccc(F)c(Cl)c2)cc1	-6	20	-1.4	1	8	-9	-3	-39	10
Cn1cc(Br)c(C(=O)n2cc(Br)cn2)n1	1	-4	0.1	0	-4	0	3	-2	9
O=c1c2[nH]c3ccccc3c2ncn1C1CCCCC1	-4	1	9.6	5	-1	-2	4	-29	11
COc1cccc(NC(=O)CN(C)S(=O)(=O)c2ccc3c(c2)CCC(=O)N3)c1	3	-6	-5.2	3	-4	2	2	31	5
COc1ccc(-c2cc(-c3ccc(C)cc3)n[nH]2)c(O)c1	-3	2	3.1	2	14	4	0	-13	-1
N=c1ccn(Cc2ccc(Cl)c(Cl)c2)cc1	-9	3	1.5	0	1	-8	-11	-4	-5
CC1=CC2(C)C(C3C(C)=CC2(C)C(=O)C3(C)O)C(C)(O)C1=O (configuration not stated)	1	-3	2.9	-1	-13	2	4	15	0
c1coc(CN2CCN(C(c3cccs3)c3nnnn3C3CCCC3)CC2)c1 (configuration not stated)	0	-2	-1.1	1	-11	-8	-12	-4	3
Cc1cc(N2CCOCC2)nc(-c2ccc(Br)cc2)n1	13	-4	0.4	0	-8	1	-4	-11	3
CC(C)CCNC(=O)C1CCCN1C(=O)NC1CCCCC1 (configuration not stated)	-6	0	-0.3	0	18	1	1	10	-3
Cc1cc(NC(=O)c2c(F)cccc2F)n(-c2nc3ccccc3[nH]2)n1	0	-9	10	5	-1	-4	-2	-63	-6
CC(C)=CC(=O)Nc1ccc2c(c1)OCO2	8	3	-0.7	0	-10	-1	2	0	11
